High-throughput results (PubChem)
VIM-2 inhibitor = VIM-2 metallo-beta-lactamase inhibitors, primary screen, biochemical, epi-absorbance readout, Pseudomonas aeruginosa enzyme; purified VIM-2, nitrocefin hydrolysis, epi-absorbance fluorescence; AID 1527, 2009; inhibition, % at 5.6 µM; 0.89% of 290,000 active;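 active means inhibition above the mean of all tested compounds plus 3 SD, cutoff set per screening run, cut at about 7.5% in these data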;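 further: red hydrolysis product quenches plate fluorescence so inhibitors raise well fluorescence; 0% = enzyme with DMSO and 100% = DMSO without enzyme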
PHOSPHO1 block = PubChem AID 1565; Phosphoethanolamine/phosphocholine phosphatase (Homo sapiens), Q8TCT1; recombinant PHOSPHO1, absorbance phosphatase assay; inhibition, % at 13.3 µM; 1.1% of 290,000 active; in the data active means inhibition above about 60%
Target sequence (Q8TCT1 whole entry, looked up): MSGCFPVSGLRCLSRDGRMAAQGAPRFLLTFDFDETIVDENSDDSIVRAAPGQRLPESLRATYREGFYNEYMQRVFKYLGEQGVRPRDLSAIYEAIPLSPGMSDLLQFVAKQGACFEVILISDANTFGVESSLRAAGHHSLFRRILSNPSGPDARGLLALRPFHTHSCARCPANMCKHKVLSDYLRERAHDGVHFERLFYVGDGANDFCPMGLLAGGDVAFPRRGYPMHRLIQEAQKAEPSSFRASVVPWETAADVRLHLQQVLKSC
OXTR agonist = human OXTR agonists, primary screen, fluorescence, CHO-OTR cells, Fluo-8 calcium. Oxytocin receptor (Homo sapiens), P30559. Fluo-8 calcium fluorescence; normalized: DMSO 0%, oxytocin 100%. 0.32% of 320,000 active. activation, % at 3 µM;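 active means activation above the mean of all tested compounds plus 3 SD, cutoff set per screening run, cut at about 20% in these data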;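 further: peak over basal fluorescence ratio from a 100 s FLIPR kinetic read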
FID counter = compounds displacing fluorescent DNA intercalator, primary screen, artefact control for HCV NS3 helicase inhibitor project, biochemical, FID fluorescence | DNA fluorescent intercalator displacement | inhibition, % at 7.9 µM | AID 1845, 2009 | 0.17% of 290,000 active; in the data active means inhibition above about 37%;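 further: 0% = vehicle and 100% = reference compound; higher means more ethidium bromide displaced from hairpin DNA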
IMP-1 inh = IMP-1 metallo-beta-lactamase inhibitors, primary screen, biochemical, epi-absorbance readout, Pseudomonas aeruginosa enzyme; metallo-beta-lactamase IMP-1 (Pseudomonas aeruginosa); purified IMP-1, nitrocefin hydrolysis, epi-absorbance fluorescence; inhibition, % at 5.6 µM; 0.45% of 290,000 active; AID 1556, 2009;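 active means inhibition above the mean plus 3 SD of all compounds in the same screening run, cut at about 4.5% in these data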;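 further: 0% = IMP-1 with DMSO and 100% = DMSO wells lacking enzyme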
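system = purified recombinant IMP-1 beta-lactamase | amount = 0.2 nM IMP-1, as dispensed | medium = HEPES buffer pH 7.1 with ZnSO4 and Brij 35 | times = 25 °C, 15 min preincubation, 25 min reaction | detection = plate fluorescence quenching by hydrolysis product, ex 480/em 530 nm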
HCV NS3 hel inh = inhibitors of HCV NS3 helicase, primary screen, biochemical, Cy5 molecular beacon fluorescence | Hepatitis C virus NS3 helicase | NS3 helicase DNA unwinding | inhibition, % at 10.9 µM | 0.56% of 290,000 active | AID 1800, 2009;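 active means inhibition above the mean of all tested compounds plus 3 SD, set per campaign, cut at about 35% in these data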;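 further: 0% = DMSO wells and 100% = thioflavine S control wells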
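Assay system: hepatitis C virus NS3 helicase domain fragment enzyme. Also added: annealed dual-labelled DNA beacon duplex, ATP-started. Timing: 1 h reaction at 25 °C, ATP-initiated. Technique: Cy5 fluorescence at 0 and 60 min, beacon hairpin quenching. Evaluation: % inhibition of unwinding. Replication: one well per compound.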
GalR3 antagonist = GalR3 antagonists in HEK293 cells, primary screen, cell-based, fluorescence readout; Galanin receptor type 3 (Homo sapiens), O60755; HEK293 GalR3-CNG cAMP membrane potential fluorescence; galR3 body fused to GalR1 C-terminus; inhibition, % at 3 µM; 0.44% of 360,000 active; AID 651719, 2012;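 active means inhibition above the screen-wide average plus 3 SD, cut at about 13% in these data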;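 further: forskolin and galanin both at EC90 stimulate the cells; cAMP rise reported by CNG channel membrane potential dye signal; 0% = forskolin plus galanin with DMSO and 100% = forskolin alone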
Target sequence (O60755 1-299 limits assumed): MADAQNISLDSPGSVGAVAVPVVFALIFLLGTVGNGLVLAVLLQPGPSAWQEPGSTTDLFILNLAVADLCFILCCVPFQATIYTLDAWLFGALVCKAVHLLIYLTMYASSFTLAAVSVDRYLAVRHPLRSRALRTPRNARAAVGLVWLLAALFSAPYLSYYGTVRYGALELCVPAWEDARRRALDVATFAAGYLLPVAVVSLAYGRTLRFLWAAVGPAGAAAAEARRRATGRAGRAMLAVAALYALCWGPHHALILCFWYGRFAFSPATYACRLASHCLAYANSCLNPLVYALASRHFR
GPR7 antagonist = GPR7 receptor antagonists, primary screen, cell-based, fluorescence, single concentration | AID 1861, 2009 | GPR7-expressing cells, fluorescence antagonist assay | inhibition, % at 4.4 µM | Neuropeptides B/W receptor type 1 (Homo sapiens), P48145 | 1.1% of 290,000 active; in the data active means inhibition above about 16%, passing the limit was not always enough;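 further: cells stimulated with the agonist NPW; 0% = agonist with vehicle and 100% = vehicle without agonist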
V1aR counter = agonists of human V1a receptor, primary screen, counter-screen for OXTR agonist project, fluorescence, CHO-V1R cells. AID 2797, 2010. Fluo-8 calcium fluorescence, agonist mode; 0% DMSO, 100% 3 nM vasopressin. 0.25% of 320,000 active. Vasopressin V1a receptor (Homo sapiens), P37288. activation, % at 3 µM;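 active means activation above the mean activation of all tested compounds plus 3 SD, per screening run, cut at about 20% in these data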;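 further: signal is peak over basal fluorescence ratio across a 100 second FLIPR read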
Target sequence (P37288 whole entry, looked up): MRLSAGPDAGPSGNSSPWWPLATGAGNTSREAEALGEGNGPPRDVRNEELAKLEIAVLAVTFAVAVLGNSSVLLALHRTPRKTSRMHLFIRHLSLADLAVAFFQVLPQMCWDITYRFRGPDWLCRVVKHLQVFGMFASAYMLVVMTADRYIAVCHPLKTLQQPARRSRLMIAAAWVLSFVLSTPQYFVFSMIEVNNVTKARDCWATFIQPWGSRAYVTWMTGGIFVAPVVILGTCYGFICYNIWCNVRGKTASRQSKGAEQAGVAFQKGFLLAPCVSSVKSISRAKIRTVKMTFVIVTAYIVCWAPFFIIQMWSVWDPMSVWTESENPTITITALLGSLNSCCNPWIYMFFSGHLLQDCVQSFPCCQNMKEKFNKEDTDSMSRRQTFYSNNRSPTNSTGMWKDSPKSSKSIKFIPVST
* marks the source's active call; other numbers are inactive results; x = not tested or not shown.

Fields – VIM-2 inhibitor, PHOSPHO1 block, OXTR agonist, FID counter, IMP-1 inh, HCV NS3 hel inh, GalR3 antagonist, GPR7 antagonist, V1aR counter
COc1ccc(NCc2nnc(SCC(=O)Nc3cc(C)cc(C)c3)o2)cc1
→ -1.4, -14, 0.5, -5, -2.1, -3, -2, 0, 0.8
O=Cc1c(N2CCOCC2)nc2ccccn2c1=O
→ -5.0, -11, 0.6, 4, -2.7, 1, -5, -17, 0.0
N#C/C(=N\Nc1cccc2ccccc12)c1nnc2n1CCCCC2
→ -2.2, -31, -1.4, -2, -2.8, 0, -4, 0, -0.1
CCc1ccc(NC(=O)NCCN2CCc3ccccc3C2)cc1
→ -4.2, 8, 14, 4, -1.1, -23, 1, -10, 2.0
CCc1cccc(NC(=S)N(CCOC)C(C)c2ccco2)c1 (stereo unspecified)
→ -1.7, -21, -1.5, -1, -2.0, 5, 6, 4, -0.4
COc1ccc(C(=O)CN2C(=O)COc3ccccc32)cc1
→ -1.9, 41, 0.3, 7, -3.8, 13, -5, -3, 1.6
O=C(N/N=C/c1cccnc1)c1cccc(F)c1
→ -2.2, x, -0.3, -8, -4.2, 4, -5, 10, 0.1
CCOC(=O)c1c(C)n(C)c2ccc(OC(=O)c3ccco3)cc12
→ -2.9, 22, -0.3, -3, -2.2, -6, 7, -9, 0.8
CC1CN(S(=O)(=O)c2ccc(C(=O)Nc3nc(-c4cc5ccccc5o4)cs3)cc2)CC(C)O1 (stereo unspecified)
→ -2.8, -13, 0.9, -7, -3.5, 4, -8, -10, -0.5
CCCn1c(N2CCN(C(=O)NCc3ccccc3)CC2)nc2ccccc21
→ -0.8, 25, -0.5, -31, -3.1, 0, 0, -9, -1.0
CC(=O)NC(CSC(CC(=O)c1ccco1)c1ccc(C)cc1)C(=O)O (stereo unspecified)
→ -0.2, -107, -2.8, 1, 0.3, -5, 3, -3, -1.8
CC(C)(C)n1nnnc1C(c1cc2cc3c(cc2[nH]c1=O)OCO3)N1CCN(c2ccccc2)CC1 (stereo unspecified)
→ -0.3, 5, -0.8, -4, -4.2, -2, -7, -16, -0.7
CCOc1ccccc1N1CCN(C(=O)NCc2ccc(F)cc2)CC1
→ -1.3, 52, 4.2, -30, -2.2, 6, -8, -12, 6.5
OCCC1CN(Cc2cccc(C(F)(F)F)c2)CCN1Cc1ccccc1 (stereo unspecified)
→ -1.1, 24, 1.2, 5, -0.5, -10, -5, 0, 2.2
CC(C)N1CC(C(=O)Nc2ccc(F)c(Cl)c2)CC1=O (stereo unspecified)
→ -0.9, 20, 0.8, -2, -2.6, 7, -6, -6, 0.3
Cc1ccc2c(c1)c1c(n2CC(O)CN2CCOCC2)CCCC1 (stereo unspecified)
→ -2.9, 25, 2.2, 3, -4.8, -22, x, -8, 1.4
O=C(CCCC(=O)N(CC(=O)NC1CCCC1)C1CCCC1)Nc1ccccn1
→ -2.5, 41, -1.0, -12, -4.2, -2, -3, -13, 0.1
OCCNc1nc(Nc2ccc(O)cc2)nc2ccccc12
→ 2.6, -40, -1.3, 4, -2.3, -11, -3, -14, 0.3
Fc1ccc(CNC(=S)Nc2ccc(OC(F)F)cc2)cc1
→ -0.1, -10, 5.7, 0, -1.9, -12, -6, -3, 9.1
CC(=O)Nc1ccc(NC(=S)NC(=O)c2oc3ccccc3c2C)cc1
→ -2.3, -10, 0.7, 1, -1.1, -5, 0, -9, 0.3
O=C(CSc1nnc(-c2ccc3c(c2)OCCO3)o1)N1CCCC1
→ -4.3, 25, -1.8, -10, -3.9, -5, 1, -13, 0.3
CCCC(=O)Nc1sc2c(c1C#N)CCCCC2
→ 1.2, -1, -1.3, -12, -2.0, 1, -3, 0, -1.4
COC(=O)N/N=C/c1cc(Cl)cc(Cl)c1OCc1ccc(F)cc1
→ 1.0, 0, -1.3, -2, 1.3, -9, 3, 8, 0.1
COc1cc2ncnc(N[C@H](C)c3ccccc3)c2cc1OC
→ 0.1, 2, 5.2, 6, -1.8, -7, x, -10, 11
COc1ccc(C(=O)NCCc2nc3cc([N+](=O)[O-])ccc3n2C)cc1
→ -1.9, 44, -1.1, -7, -2.8, 3, 4, -12, 0.8
COc1ccc(CCN(C)C(=O)C23CC4CC(CC(Cl)(C4)C2)C3)cc1OC
→ 0.7, 27, -0.7, -49, -4.0, -4, -1, -14, 0.5
CCOCCOC(=O)C(C)Oc1ccc(Oc2ncc(Cl)cc2Cl)cc1 (stereo unspecified)
→ -1.8, -14, -2.3, -26, 0.0, -3, -2, -5, -0.5
CCc1ccccc1-n1nnnc1SCC(=O)Nc1ccc(N2CCN(C)CC2)cc1
→ 2.1, 29, 0.2, 16, -0.4, -61, -5, 16, 1.2
Cc1ccc(F)c(NC(=O)CCOc2ccccc2C)c1
→ -1.3, 4, -2.5, -21, -3.4, -9, -2, -10, -1.0
O=C(CC(C(=O)O)c1c(F)cccc1Cl)c1ccc(Cl)cc1 (stereo unspecified)
→ -0.5, 9, 0.7, -24, -1.1, 31, -8, 16, 1.2

Given as labelled records: two of the compounds above.
CC(=O)Nc1ccc(NC(=S)NC(=O)c2oc3ccccc3c2C)cc1
  VIM-2 inhibitor = -2.3; PHOSPHO1 block = -10; OXTR agonist = 0.7; FID counter = 1; IMP-1 inh = -1.1; HCV NS3 hel inh = -5; GalR3 antagonist = 0; GPR7 antagonist = -9; V1aR counter = 0.3
O=C(CSc1nnc(-c2ccc3c(c2)OCCO3)o1)N1CCCC1
  VIM-2 inhibitor = -4.3; PHOSPHO1 block = 25; OXTR agonist = -1.8; FID counter = -10; IMP-1 inh = -3.9; HCV NS3 hel inh = -5; GalR3 antagonist = 1; GPR7 antagonist = -13; V1aR counter = 0.3

More records:
Fields – VIM-2 inhibitor, PHOSPHO1 block, OXTR agonist, FID counter, IMP-1 inh, HCV NS3 hel inh, GalR3 antagonist, GPR7 antagonist, V1aR counter
CC(C)C[C@H](NC(=O)Nc1ccc2c(c1)OCCO2)C(=O)O
→ -1.8, 16, 0.3, -4, -2.9, 10, -3, -13, 0.5
O=c1cc(CO)oc(C(Nc2ccccn2)c2ccccc2F)c1O (stereo unspecified)
→ 4.9, x, 0.3, -26, -2.9, 8, 4, -1, -0.3
CNc1ccc(/C=C/C(=O)c2ccc3c(c2)OCCO3)cc1[N+](=O)[O-]
→ -4.3, 0, -1.8, 2, -1.7, 14, -1, -6, 0.0
Cc1ccccc1CCN(C(=O)c1csnn1)C(C(=O)NC1CCCC1)c1ccco1 (stereo unspecified)
→ -2.4, 51, -1.0, -32, -1.4, -5, -13, 6, -1.5
COc1cc2c3c(c1)c(N=NC(N)=S)c(O)n3C(C)(C)C=C2C
→ -1.9, 19, -2.9, 0, -2.5, -11, -4, -9, -1.5
CCCNC(=O)COC(=O)c1cccnc1Nc1ccccc1F
→ -3.3, 16, -2.2, -7, -0.5, 4, -4, -12, -0.2
COc1ccc(C2CC(=O)N(CC(=O)NCC3CCCO3)c3ccccc3S2)cc1 (stereo unspecified)
→ -3.1, -28, 0.2, -41, -2.8, -7, -1, -8, -0.1
O=C(NC12CC3CC(CC(C3)C1)C2)C1CCCN1C(=O)Nc1ccccc1 (stereo unspecified)
→ 0.3, -4, 0.1, -8, -1.7, -3, -5, -2, 1.0
Cc1cnc(NC(=O)CSc2nnc(Cc3ccccc3)o2)s1
→ -3.4, 10, 1.4, -13, 0.4, 10, x, 3, 0.4
N#Cc1c(-c2ccccc2)cc(-c2ccccc2)nc1SCc1nnc(-c2ccccc2)o1
→ -2.7, 36, 0.5, -2, -0.5, 5, -2, -13, 0.4
Cn1c(=O)c2c(nc(CN3CCN(C(=O)c4ccco4)CC3)n2CC(N)=O)n(C)c1=O
→ -2.2, 18, -0.5, 2, -2.4, -4, -6, 1, 1.7
CCCS(=O)(=O)Nc1cccc(-c2nc3cccnc3s2)c1
→ -0.8, 11, 0.4, -14, -4.3, -2, 0, -3, -0.1
CCN(CCCNC(=O)Cn1ncc2c([nH]c3ccccc32)c1=O)Cc1ccccc1
→ -0.2, -22, -0.7, 10, -4.0, -21, -10, 1, -0.4
CC(C)(C)OC(=O)NC1CCN(S(=O)(=O)c2ccc3c(c2)OCCO3)CC1
→ -2.1, 7, 4.5, -33, -1.4, 5, -1, 2, 4.7

Sorted by value in GalR3 antagonist (low to high): some entries from above
SMILES | GalR3 antagonist
Cc1ccccc1CCN(C(=O)c1csnn1)C(C(=O)NC1CCCC1)c1ccco1 (stereo unspecified) | -13
CCN(CCCNC(=O)Cn1ncc2c([nH]c3ccccc32)c1=O)Cc1ccccc1 | -10
O=C(NC12CC3CC(CC(C3)C1)C2)C1CCCN1C(=O)Nc1ccccc1 (stereo unspecified) | -5
CC(C)C[C@H](NC(=O)Nc1ccc2c(c1)OCCO2)C(=O)O | -3
N#Cc1c(-c2ccccc2)cc(-c2ccccc2)nc1SCc1nnc(-c2ccccc2)o1 | -2
CNc1ccc(/C=C/C(=O)c2ccc3c(c2)OCCO3)cc1[N+](=O)[O-] | -1

No enrichment for hits; about 4.3% have a hit in one of these screens.
